EBNA-1 inh: blocks EBNA-1 binding to DNA; AID 1950; EBNA-1 DNA binding, fluorescence polarization; actives 0.34% (n = 300,000); inhibition, % at 14.8 µM; in the data active = inhibition above about 28%
PAD4 FP inh: inhibitors of human PAD4; Q9UM07; recombinant PAD4, RCA probe fluorescence polarization; inhibition, % at 6.36 µM; actives 0.41% (n = 330,000);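 active = percent inhibition above a cutoff equal to the mean of all tested compounds plus 3 SD, cut at about 15% in these data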;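 note: 0% = PAD4 with RCA probe and DMSO and 100% = probe without PAD4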
LYPLA2 inh: LYPLA2 (human) inhibition in PME1 counter-screen | recombinant LYPLA2, FP-Rh probe fluorescence polarization | inhibition, % at 5.9 µM | actives 0.38% (n = 320,000) | AID 2177;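 active = inhibition above the screen-wide mean plus 3 SD, limit set per campaign, cut at about 26% in these data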;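 note: 0% = LYPLA2 with DMSO and 100% = wells lacking LYPLA2 enzyme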
LYPLA1 inh: blocks human lysophospholipase 1, a PME1 counter-screen | actives 0.16% (n = 320,000) | inhibition, % at 5.9 µM | recombinant LYPLA1, FP-Rh probe fluorescence polarization;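 active = inhibition above the mean of all tested compounds plus 3 SD, set per campaign, cut at about 14% in these data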;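 note: inhibitors block serine hydrolase probe labeling of LYPLA1 so polarization falls; 0% = enzyme with DMSO and 100% = wells lacking LYPLA1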
PAFAH2 FP inh: inhibitors of human PAFAH2; actives 0.99% (n = 340,000); inhibition, % at 3.39 µM; Q99487; recombinant PAFAH2, FP-rhodamine activity probe, fluorescence polarization; AID 492956;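 active = inhibition above the mean over all tested compounds plus 3 SD, cut at about 30% in these data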;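 note: inhibitors block probe labeling of enzyme so polarization drops; 0% = enzyme with DMSO and 100% = wells lacking PAFAH2 protein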
PREPL inh: inhibitors of human prolyl oligopeptidase-like enzyme PREPL; AID 2751; recombinant PREPL, fluorescence polarization activity-based probe; inhibition, % at 5.96 µM; actives 0.68% (n = 320,000); in the data active = inhibition above about 43%;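 note: 0% = enzyme with DMSO and 100% = wells lacking enzyme; many of its hits are not listed in these tables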
Target sequence (Q4J6C6 whole entry, looked up): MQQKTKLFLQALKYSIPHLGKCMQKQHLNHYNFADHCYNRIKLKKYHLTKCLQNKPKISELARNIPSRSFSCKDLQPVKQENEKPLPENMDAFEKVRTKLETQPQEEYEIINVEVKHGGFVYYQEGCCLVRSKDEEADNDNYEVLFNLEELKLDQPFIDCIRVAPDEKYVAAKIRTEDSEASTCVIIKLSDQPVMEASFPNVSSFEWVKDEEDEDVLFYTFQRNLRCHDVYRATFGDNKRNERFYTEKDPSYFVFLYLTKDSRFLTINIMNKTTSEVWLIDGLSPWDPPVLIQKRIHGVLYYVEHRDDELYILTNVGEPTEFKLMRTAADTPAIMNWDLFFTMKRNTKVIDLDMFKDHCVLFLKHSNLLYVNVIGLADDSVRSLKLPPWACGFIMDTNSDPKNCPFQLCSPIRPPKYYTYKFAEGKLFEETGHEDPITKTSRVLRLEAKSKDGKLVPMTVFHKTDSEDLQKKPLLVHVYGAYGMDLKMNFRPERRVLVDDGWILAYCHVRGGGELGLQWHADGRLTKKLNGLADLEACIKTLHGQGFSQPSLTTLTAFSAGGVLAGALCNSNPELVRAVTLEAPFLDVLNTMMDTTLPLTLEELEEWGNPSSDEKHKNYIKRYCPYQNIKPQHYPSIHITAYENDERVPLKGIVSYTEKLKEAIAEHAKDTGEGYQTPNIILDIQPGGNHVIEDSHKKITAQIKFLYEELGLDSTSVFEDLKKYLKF
GSTO1 inh: blocks human GSTO1 in RBBP9 counter-screen; P78417; recombinant GSTO1, activity-based probe fluorescence polarization; inhibition, % at 5.96 µM; actives 1.1% (n = 300,000);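 active = inhibition above the campaign mean inhibition plus 3 SD, cut at about 35% in these data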;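 note: 0% = GSTO1-1 with DMSO and 100% = wells lacking GSTO1-1 enzyme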
PAFAH1B3 FP inh: PAFAH1B3 (human) inhibition; recombinant PAFAH1B3, FP-rhodamine probe, fluorescence polarization; actives 0.28% (n = 340,000); inhibition, % at 3.39 µM; AID 492972;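 active = inhibition above the screen-wide average of all tested compounds plus 3 SD, cut at about 25% in these data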;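 note: 0% = enzyme with DMSO only and 100% = wells lacking PAFAH1B3 protein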
Target sequence (Q15102 whole entry, looked up): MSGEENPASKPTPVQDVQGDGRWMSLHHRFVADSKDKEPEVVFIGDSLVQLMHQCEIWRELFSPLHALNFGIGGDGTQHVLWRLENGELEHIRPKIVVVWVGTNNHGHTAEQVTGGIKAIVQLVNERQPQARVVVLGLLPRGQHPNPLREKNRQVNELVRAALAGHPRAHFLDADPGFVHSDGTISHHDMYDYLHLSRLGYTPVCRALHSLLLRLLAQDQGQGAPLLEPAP
ZTA DNA inh: counter-screen for EBNA-1 inhibitors: inhibitors of Epstein-Barr virus ZTA; ZTA-DNA binding, fluorescence polarization; inhibition, % at 11 µM; actives 0.15% (n = 320,000); P03206; AID 2234; in the data active = inhibition above about 33%
Numbers without * were called inactive; x = no result given. Not all compounds are listed (hit frequency here may not be typical).

SMILES	EBNA-1 inh	PAD4 FP inh	LYPLA2 inh	LYPLA1 inh	PAFAH2 FP inh	PREPL inh	GSTO1 inh	PAFAH1B3 FP inh	ZTA DNA inh
C=CCN(c1ccc(C(=O)NCCCn2ccnc2)cc1)S(C)(=O)=O	10	1	9	-1	4	-6	0	2	8
Cc1ccc(S(=O)(=O)NCCC(=O)Oc2ccc3ccc(=O)oc3c2)cc1	-8	-3	-9	-5	9	14	12	-1	1
COC(=O)C1=CN(CC2CCCO2)C=C(C(=O)OC)C1c1cccc(O)c1 (stereo not drawn)	3	-1	0	-1	x	-9	-6	x	23
O=[N+]([O-])c1cccc(Nc2c([N+](=O)[O-])ccc3nonc23)c1	-5	-1	9	-3	9	0	5	-2	5
CC(=O)c1cccc(NC(=O)Cn2cnc(S(=O)(=O)N3CCCCC3)c2)c1	9	0	2	1	-1	-1	-2	8	-2
CCOc1ccc(C2CC(c3ccc(CC)cc3)Nc3nc(N)nn32)cc1 (stereo not drawn)	3	-5	7	7	0	29	2	8	-4
COc1cccc(C(C(=O)NC2CCCC2)N(C(=O)c2ccco2)c2ccccc2F)c1OC (stereo not drawn)	-17	-1	-3	-2	0	0	4	8	-10
CC(C)(C)n1nc2c(c1NC(=O)c1ccccc1C(F)(F)F)CS(=O)(=O)C2	-6	1	6	2	1	3	-4	9	-6
O=C(CN(C1CCCCC1)S(=O)(=O)c1ccc(Cl)cc1)NCc1ccncc1	-5	5	6	0	-6	-11	1	-5	-1
Cc1cc(NC(=O)c2cc(S(=O)(=O)N3CCCCC3)ccc2C)n(-c2ccccn2)n1	5	-6	-1	-3	-9	11	-11	-3	22
CC(=O)c1ccc(S(=O)(=O)NCC(=O)NC(c2nc3ccccc3[nH]2)C(C)C)cc1 (stereo not drawn)	x	3	x	x	-8	9	x	-4	x
COc1cccc(N=C2SC(CC(=O)Nc3ccccc3)C(=O)N2Cc2ccccn2)c1 (stereo not drawn)	16	3	10	-4	5	-3	-6	1	0
Cc1cccc(NC(=O)c2cc([N+](=O)[O-])ccc2N2CCN(C)CC2)c1	-1	2	-3	0	9	-2	-1	3	-2
CCOc1ccc(/C=C(\C#N)C(=O)Nc2ccccn2)cc1	-5	-2	2	2	0	1	-3	6	-1
Cc1cc(C(=O)CSc2nc(N)cc(=O)[nH]2)c(C)n1-c1cccc(F)c1	-5	3	-5	-1	6	-34	-3	-2	6
COc1ccc(CN(C)CC2CCCN(CCc3ccc(Cl)cc3)C2)cc1OC (stereo not drawn)	-6	-2	0	2	3	-4	0	7	-8
CC(=O)OCC(=O)[C@@]1(O)CC[C@H]2[C@@H]3C[C@H](C)C4=CC(=O)C=C[C@]4(C)[C@H]3[C@@H](O)C[C@@]21C	-7	-2	2	-1	-7	1	8	8	1
Cc1ccc(C23CC4CC(CC(C(=O)NC(C(=O)O)C(C)C)(C4)C2)C3)cc1 (stereo not drawn)	-7	3	4	2	8	-2	2	2	-17
O=C(Nc1nccs1)C1CC=CCC1C(=O)OCC(F)(F)C(F)F (stereo not drawn)	x	-4	-5	1	-1	18	x	-3	-11
O=C(COC(=O)CCC(=O)c1ccc(Cl)cc1)NCc1ccc(F)cc1	x	-1	x	x	2	-1	x	10	x
N#Cc1c(NC(=O)CCC(=O)O)sc2c1CCCCC2	2	-1	0	0	13	6	0	7	7
COCCN(CC(=O)Nc1cccc(C)c1C)C(=O)Cn1c(=O)cnc2ccccc21	x	-3	-2	-1	-10	4	x	-1	-4
O=c1cc(CN2CCN(c3ccccn3)CC2)nc2sccn12	-8	-1	-2	-1	0	6	-1	4	8
CCCCSc1nc2sc3c(c2c(=O)n1-c1ccccc1)CCN(C)C3	1	1	-8	-4	-8	-3	5	7	0
Cc1cc([N+](=O)[O-])nn1CCCC(=O)N1CCN(c2ccc(F)cc2)CC1	-1	-1	3	1	-2	17	-3	1	10
Cc1ccc(C(=O)N(C)CCOc2ccccc2)cc1S(=O)(=O)N1CCCCC1	x	12	-2	-1	6	14	x	7	5
CCCNC(=O)CSc1nnc(C)s1	3	-2	-1	-4	-8	-1	4	5	-17
CSc1ccc(CN2CCCC(CNC(=O)c3ccc(F)cc3)C2)cc1 (stereo not drawn)	-1	2	8	1	7	7	0	-1	-21
COc1cc(C(=O)NNC(=O)c2ccoc2C)cc(OC)c1OC	8	6	2	2	-3	10	2	-3	-17
Cc1ccc(OCC(=O)Nc2nc(-c3ccccn3)cs2)c(C)c1	-10	1	-7	-7	9	9	-5	8	-8

16 entries from above, set out differently.
Each structure is followed by: EBNA-1 inh	PAD4 FP inh	LYPLA2 inh	LYPLA1 inh	PAFAH2 FP inh	PREPL inh	GSTO1 inh	PAFAH1B3 FP inh	ZTA DNA inh
Cc1cc(C(=O)CSc2nc(N)cc(=O)[nH]2)c(C)n1-c1cccc(F)c1
 : -5	3	-5	-1	6	-34	-3	-2	6
COc1ccc(CN(C)CC2CCCN(CCc3ccc(Cl)cc3)C2)cc1OC (stereo not drawn)
 : -6	-2	0	2	3	-4	0	7	-8
CC(=O)OCC(=O)[C@@]1(O)CC[C@H]2[C@@H]3C[C@H](C)C4=CC(=O)C=C[C@]4(C)[C@H]3[C@@H](O)C[C@@]21C
 : -7	-2	2	-1	-7	1	8	8	1
Cc1ccc(C23CC4CC(CC(C(=O)NC(C(=O)O)C(C)C)(C4)C2)C3)cc1 (stereo not drawn)
 : -7	3	4	2	8	-2	2	2	-17
O=C(Nc1nccs1)C1CC=CCC1C(=O)OCC(F)(F)C(F)F (stereo not drawn)
 : x	-4	-5	1	-1	18	x	-3	-11
O=C(COC(=O)CCC(=O)c1ccc(Cl)cc1)NCc1ccc(F)cc1
 : x	-1	x	x	2	-1	x	10	x
N#Cc1c(NC(=O)CCC(=O)O)sc2c1CCCCC2
 : 2	-1	0	0	13	6	0	7	7
COCCN(CC(=O)Nc1cccc(C)c1C)C(=O)Cn1c(=O)cnc2ccccc21
 : x	-3	-2	-1	-10	4	x	-1	-4
O=c1cc(CN2CCN(c3ccccn3)CC2)nc2sccn12
 : -8	-1	-2	-1	0	6	-1	4	8
CCCCSc1nc2sc3c(c2c(=O)n1-c1ccccc1)CCN(C)C3
 : 1	1	-8	-4	-8	-3	5	7	0
Cc1cc([N+](=O)[O-])nn1CCCC(=O)N1CCN(c2ccc(F)cc2)CC1
 : -1	-1	3	1	-2	17	-3	1	10
Cc1ccc(C(=O)N(C)CCOc2ccccc2)cc1S(=O)(=O)N1CCCCC1
 : x	12	-2	-1	6	14	x	7	5
CCCNC(=O)CSc1nnc(C)s1
 : 3	-2	-1	-4	-8	-1	4	5	-17
CSc1ccc(CN2CCCC(CNC(=O)c3ccc(F)cc3)C2)cc1 (stereo not drawn)
 : -1	2	8	1	7	7	0	-1	-21
COc1cc(C(=O)NNC(=O)c2ccoc2C)cc(OC)c1OC
 : 8	6	2	2	-3	10	2	-3	-17
Cc1ccc(OCC(=O)Nc2nc(-c3ccccn3)cs2)c(C)c1
 : -10	1	-7	-7	9	9	-5	8	-8

Continued:
SMILES	EBNA-1 inh	PAD4 FP inh	LYPLA2 inh	LYPLA1 inh	PAFAH2 FP inh	PREPL inh	GSTO1 inh	PAFAH1B3 FP inh	ZTA DNA inh
Cn1nc(C(=O)N2CCN(C(c3ccccc3)c3ccccc3)CC2)c2ccccc2c1=O	-5	2	6	-1	-5	-13	-8	3	17
c1ccc(C[C@H]2CN=C(Nc3ccccc3)N2CC2CCC2)cc1	-4	-4	5	3	0	14	7	1	3
Cc1c(N2C(=O)SC(CC(=O)O)C2=O)c(=O)n(-c2ccccc2)n1C (stereo not drawn)	-2	6	3	1	3	-5	1	11	-7
C[C@H]1CN=C(N(C)C)N1CC1CCCC1	9	4	0	1	2	5	-2	-1	-11
COc1ccc(C(=O)NC(C)c2nccs2)cc1OC1CCN(C(C)C)CC1 (stereo not drawn)	0	-1	4	-1	0	2	1	1	5
O=C(Nn1cnnc1)C(Sc1ccccc1)c1ccccc1 (stereo not drawn)	6	0	-1	-1	-6	10	1	3	6
CC(=O)Nc1cccc(-c2nc3ccccc3s2)c1C	2	-2	0	1	6	-7	-6	5	1
O=C(COC(=O)c1ccccc1F)NC(=O)NC1CCCC1	x	3	0	0	16	14	x	-5	-18
CCCCCCSc1nsc(NC(C)=O)n1	6	-3	7	1	-1	5	6	-2	8
O=C(c1ccc(Cl)cc1Cl)C1(n2cncn2)Oc2ccccc2C1O (stereo not drawn)	0	2	-4	-1	2	-20	3	1	4
CC(C)(C)OC(=O)CC[C@@H](C(=O)N1CCN(C(=O)OC(C)(C)C)CC1)n1cc(C(CO)NC(=O)OC(C)(C)C)nn1 (stereo partly drawn)	0	-2	-2	2	-13	-4	-1	-8	-3
CN1CCN(C(=S)C(=O)Nc2ccc(Br)cc2)CC1	0	4	0	2	-4	4	4	-1	-4
CCOc1ccccc1N/C=C/C(=O)C(C)(C)C	3	-1	1	-5	-1	-2	2	6	-6
Cn1ccnc1C(=O)c1cc(SCC(=O)NCc2ccccc2)nc2ccccc12	-4	-4	-5	-2	-1	9	-6	5	9
O=C(CCc1nc(-c2ccccc2F)no1)NC1CCCCC1	7	4	-4	0	5	2	2	-8	17
COc1ccc(NS(=O)(=O)Cc2ccccc2)cc1OC	-13	-1	-2	0	-1	4	-3	4	16
COc1cccc([C@@H]2Oc3ccc(OC)cc3C(=O)[C@H]2OC(=O)Nc2cc(OC)c(OC)c(OC)c2)c1	5	-4	-2	-8	x	-10	5	x	1
Cc1ccccc1NC(=O)CSCC(=O)Nc1ccccc1C	4	-3	7	2	-7	-17	3	4	-1
CC(C)OCCCNC(=O)C1CCC(CNS(=O)(=O)c2ccccc2)CC1 (stereo not drawn)	9	-3	3	2	-6	8	3	-2	-2
CC(C)NC(=O)c1ccc(CSCc2ccccc2Cl)o1	0	1	0	-1	7	0	0	4	-3
CCn1c(CSc2nc3ccccc3s2)nc2ccccc21	-8	6	1	-7	8	-29	15	2	-15
CCOC(=O)c1nn(-c2ccccc2C)c(=O)c2c(N)scc12	10	-5	8	0	-6	4	16	-3	6
COc1cc(NC(=O)COC(=O)CC(C)(C)C)c(C)cc1[N+](=O)[O-]	-16	7	-3	0	4	-1	-7	2	-12
CNC(=O)c1[nH]cnc1C(=O)Nc1ccc(Cl)cc1	7	0	2	0	-3	-7	-2	9	6
N#CSCC(=O)c1cccc2ccccc12	6	8	-4	-4	3	-27	12	11	3
CCn1c(SCC(=O)OC)nnc1-c1ccncc1	-2	2	-5	1	2	4	4	10	8
CCOC(=O)c1ccccc1NC(=O)CSc1nncn1C	-18	0	11	4	2	-5	-5	-1	-2
CC(=O)N1c2ccc(S(=O)(=O)N3CCCCC3)cc2CC1C(=O)Nc1ccc(F)cc1C (stereo not drawn)	-4	0	4	-1	-3	1	0	8	0
O=C(O)CCC(=O)Nc1ccccc1C(=O)Nc1ccccc1	-6	-4	-3	-3	15	1	9	5	-1
N#CCCN(C(=O)COC(=O)C1=COCCO1)c1ccc(F)cc1	1	0	-2	1	5	-4	7	-6	0
CCN(C(=O)Cc1ccccc1OC)c1nnc(-c2ccncc2)s1	-14	-5	-5	-2	1	2	-3	2	-5
CCCCN(CC)C(=S)Nc1ccc2nc3n(c(=O)c2c1)CCCCC3	1	3	-9	1	-5	5	2	11	10
